Apoferritin bind – candidate novel general anesthetic via apoferritin binding | apoferritin/1-aminoanthracene competitive binding, fluorescence | Potency, µM (titrated, usually from 77.5 µM), for inactives: top-dose activity change, negative = displacement, usual class: inhibitors | 350,000 compounds, 0.074% hits | AID 485281; also: potency is read from the fitted curve at half-maximal effect; % is scaled to controls: 0 for no effect and ±100 for the full control effect; nearly all actives have a fitted effect of over 20% in size
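Horse-spleen apoferritin (10 uM) in 50% saturated 1-aminoanthracene in PBS was incubated 10 min at room temperature with compound. Fluorescence (ex 380, em 535 nm) was normalized to free and bound 1-AMA, with concentration-response fitted by a four-parameter Hill equation.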
POLB inh – inhibitors of human DNA polymerase beta; Pol beta primer extension/strand displacement, fluorescence kinetic; P06746; AID 485314; 340,000 compounds, 1.3% hits; Potency, µM (doses to about 114 µM), for the others: at the top dose activity change, negative = inhibition, usual class: inhibitors; also: potency is read from the fitted curve at half-maximal effect; % is scaled to controls: 0 for no effect and ±100 for the full control effect
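Pol beta (10 nM) and compounds were preincubated 15 min at room temperature, then 50 nM substrate (final) started primer extension/strand displacement. Reads were taken at 0 and 10 min; concentration-response data were fitted to a four-parameter Hill equation.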
POLK inh – inhibitors of human DNA polymerase kappa; Q9UBT6; purified Pol kappa, fluorescent DNA synthesis assay, 10 min; Potency, µM (titrated, usually from 107 µM), for inactives: at the highest dose activity, negative = inhibition, hits mostly inhibitors; 400,000 compounds, 0.53% hits; also: potency is read from the fitted curve at half-maximal effect; % is scaled to controls: 0 for no effect and ±100 for the full control effect
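10 nM Pol kappa was preincubated with compounds for 15 min at room temperature. Reaction started with 50 nM (final) substrate. Fluorescence read kinetically at 0 and 10 min.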
Pol eta inh – blocks human DNA polymerase eta activity; recombinant Pol eta, fluorescent DNA replication assay; Potency, µM (top dose mostly 114 µM), for inactives: at the highest dose activity change, negative = inhibition, usual class: inhibitors; 390,000 compounds, 1.2% hits; AID 588591; also: potency is read from the fitted curve at half-maximal effect; % is scaled to controls: 0 for no effect and ±100 for the full control effect
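Pol eta (10 nM) was preincubated with compounds for 15 min at room temperature, after which fluorescent replication substrate (50 nM final) was added to start the reaction. Fluorescence was read kinetically at 0 and 10 min.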
BLM helicase inh – inhibitors of human Bloom syndrome helicase BLM | P54132 | Potency, µM (titrated, usually from 56.1 µM), for inactives: at the highest dose activity change, negative = inhibition, most hits filed as inhibitors | recombinant BLM DNA unwinding, fluorescence dequenching | 350,000 compounds, 0.2% hits;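 also: potency is read from the fitted curve at half-maximal effect; plate controls were vehicle for no effect and no enzyme for full effect; nearly all actives have a fitted effect of over 35% in size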
APE1 inh – blocks human APE1 abasic DNA cleavage; recombinant APE1, TAMRA/BHQ-2 abasic DNA cleavage fluorescence; 350,000 compounds, 0.35% hits; AID 2517; Potency, µM (doses to about 65.8 µM), for inactives: at the top dose activity change, negative = inhibition, most hits filed as inhibitors; P27695;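 also: potency is read from the fitted curve at half-maximal effect; plate controls were vehicle for no effect and reference inhibitor for full effect; nearly all actives have a fitted effect of over 55% in size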
Target sequence (P27695 whole entry, looked up): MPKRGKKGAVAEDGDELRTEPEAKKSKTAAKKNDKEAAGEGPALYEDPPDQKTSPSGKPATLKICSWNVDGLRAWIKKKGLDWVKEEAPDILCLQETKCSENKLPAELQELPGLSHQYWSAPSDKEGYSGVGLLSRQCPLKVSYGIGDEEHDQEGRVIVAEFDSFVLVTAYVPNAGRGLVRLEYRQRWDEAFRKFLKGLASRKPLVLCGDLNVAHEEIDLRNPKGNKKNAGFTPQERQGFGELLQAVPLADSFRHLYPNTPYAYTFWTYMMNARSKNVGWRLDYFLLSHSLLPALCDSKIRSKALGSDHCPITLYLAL
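Measures dequenching upon AP-site incision of a 5'-TAMRA/3'-BHQ-2 THF-containing duplex, 50 nM; human APE1 0.75 nM after 15 min room-temperature exposure to compound; kinetic three-point read at one-minute spacing.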
POLI inh – inhibitors of human DNA polymerase iota; Q9UNA4; Pol iota fluorescent replication assay, 10 min; 390,000 compounds, 1% hits; AID 588590; Potency, µM (doses to about 115 µM), for the others: at the top dose activity, negative = inhibition, usual class: inhibitors; also: potency is read from the fitted curve at half-maximal effect
Target sequence (Q9UNA4 whole entry, looked up): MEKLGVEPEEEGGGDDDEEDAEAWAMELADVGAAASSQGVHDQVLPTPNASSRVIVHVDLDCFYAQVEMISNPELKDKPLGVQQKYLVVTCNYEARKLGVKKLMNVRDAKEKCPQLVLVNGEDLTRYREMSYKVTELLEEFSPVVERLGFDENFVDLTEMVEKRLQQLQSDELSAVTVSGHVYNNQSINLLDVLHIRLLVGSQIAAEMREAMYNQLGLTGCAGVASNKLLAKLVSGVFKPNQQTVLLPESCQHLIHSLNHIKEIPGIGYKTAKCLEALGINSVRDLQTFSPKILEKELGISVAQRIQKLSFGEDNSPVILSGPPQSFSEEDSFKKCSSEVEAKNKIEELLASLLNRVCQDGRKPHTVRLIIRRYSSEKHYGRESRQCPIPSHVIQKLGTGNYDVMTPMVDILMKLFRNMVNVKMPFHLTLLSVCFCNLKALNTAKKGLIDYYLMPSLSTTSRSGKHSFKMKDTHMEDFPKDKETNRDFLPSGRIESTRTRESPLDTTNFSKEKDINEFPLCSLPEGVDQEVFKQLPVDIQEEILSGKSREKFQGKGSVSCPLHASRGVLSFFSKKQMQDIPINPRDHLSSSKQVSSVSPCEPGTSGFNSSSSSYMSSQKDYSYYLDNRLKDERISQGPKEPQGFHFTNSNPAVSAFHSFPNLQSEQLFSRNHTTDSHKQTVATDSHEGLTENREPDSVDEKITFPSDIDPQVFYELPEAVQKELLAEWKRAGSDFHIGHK
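Pol iota at 10 nM preincubated 15 min with compounds at room temperature; reaction started with fluorescent substrate, 50 nM final. Fluorescence read kinetically at 0 and 10 min; buffer-only wells as negative control.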
GRP78 ERSR act – inducers of ER stress response in human glioma cells. U87-MG GRP78 promoter luciferase reporter, 16 h. Potency, µM, for the others: at the highest dose activation, actives largely listed as activators. 420,000 compounds, 0.02% hits. AID 602332; also: potency is read from the fitted curve at half-maximal effect; series mostly up to about 76 µM; % of control where 0% means no effect; nearly all actives have a fitted effect of over 35% in size
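Stably transfected U87-MG glioma cells carrying a GRP78-based luciferase sensor; 16 h compound incubation. Luminescence end-point read 10 min after Bright-Glo addition at room temperature.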
LDHA inh – LDHA (human) enzyme inhibition. activity change, % (values are at about 110 or 230 µM). AID 1347041. purified LDHA, NADH/diaphorase-resazurin fluorescence; hits give low values. P00338. 480,000 compounds, 0.15% hits; in the data active = activity change below about -30%; inconclusive = mostly about -25% to -30%;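 also: plate controls were DMSO wells for no effect and wells without enzyme for full effect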
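Human LDH5 at 2 nM final in Tris HCl pH 7.4 with 0.06 mM NADH and 0.2 mM pyruvate, reacted 5 minutes at room temperature. Remaining NADH coupled via diaphorase/resazurin; resorufin fluorescence read at 0 and 20 minutes, normalized to enzyme-free and DMSO wells.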
An asterisk follows results filed as active; ? = inconclusive; / = no result given; & = joins results of further samples; [ ] = dose if it differs, or a comment. Unless noted, calls follow the shape of the dose curve; as a rule, active = well fitted curve in the direction sought with a large enough effect; inconclusive = small, poorly fitted or top-dose-only effect, or another doubt; inactive = no such curve, though single readings can be large; an effect the other way counts as inactive or inconclusive. Not all compounds are listed. The share of hits here may be higher or lower than overall.

smiles,Apoferritin bind,POLB inh,POLK inh,Pol eta inh,BLM helicase inh,APE1 inh,POLI inh,GRP78 ERSR act,LDHA inh
CCc1ccc(NC(=O)c2ccc(F)c(S(=O)(=O)N(CC)c3ccccc3)c2)cc1,1%,-8%,-12%,-22%,-1%,8%,7%,1%,-13
CN(CC(=O)Nc1ccccc1C(F)(F)F)C(=O)C1=COCCO1,/,/,-2%,-20%,/,21%,35%[activator],-6%,-5
CCOC(=O)c1cccc(Nc2nc(C(=O)OCC)nc3ccccc23)c1,-3%,-2%,-10%[60.1 µM],-9%,-1%,/,24%,-5%,-4
O=C(CN1CCN(c2ccccc2O)CC1)Nc1ccc2c(c1)CCC2,-4%,2%[57.1 µM],-15%,-2%,-4%,-10%,37%[activator],0%,3
O=C(CSc1c[nH]c2ccccc12)NCC1CCCO1 (configuration not stated),36%[activator],1%,0%,-18%,-12%,-1%,53%[activator],-1%,0
CCc1ccc(S(=O)(=O)c2nnn3c2nc(Nc2cccc(C)c2C)c2sccc23)cc1,-9%,4%,-4%,-12%,-3%,/,4%,-3%,6
COC(=O)C(C)Oc1ccc(Cl)c(CN2OCC(C)(C)C2=O)c1 (configuration not stated),/,/,-2%,-13%,/,/,75%[activator],-2%,-11
S=C(Nc1ccccc1Cl)N1CCCC(c2ccccc2)=N1,54%[activator],?,1%,-7%,-7%,1%,-12%,-3%,2
N#Cc1cnc(Nc2ccc(F)cc2)nc1N,1%,0%,3%,-13%,-2%,1%,-5%[58.9 µM],-1%,4
COc1ccc(S(=O)(=O)N2CCN(Cc3cc(OC)c(OC)c(OC)c3)CC2)cc1,-14%,-3%,-9%,-3%,-4%,-5%,87%[activator],-2%,-22
Cc1c2cnn(-c3ccccc3)c(=O)c2c(C)n1CCCC(=O)Nc1cc(F)ccc1F,-8%,8%,-9%,-12%,2%,/,15%,-4%,-7
CS(=O)(=O)Nc1cccc(C2=NN(C(=O)c3ccco3)C(c3ccco3)C2)c1 (configuration not stated),-15%,-2%,-14%,-15%,-3%,8%,19%,-2%,-4
O=C(Nc1cccc(Cl)c1)C1CCCCC1,/,/,0%,-17%,/,-3%,-8%,6%,-16
COCc1cc(=O)[nH]c(/N=C(\N)Nc2ccc(Cl)c(Cl)c2)n1,-4%,0%,2%,-18%,0%,11%,36%[activator],-8%,-5
CS(=O)(=O)N1CCC2(CCN(C(=O)Nc3cccc(F)c3)CC2)CC1,/,/,4%[60.1 µM],/,-1%,4%,/,0%,/
Cc1cc(N/C=C(\C#N)S(=O)(=O)c2ccccc2Cl)nc(C)n1,-7%,4%,-2%,-20%,-2%,2%,-15%[58.9 µM],-3%,-5
O=c1cc(-c2ccc(O)cc2)oc2cc(O)c([C@@H]3O[C@H](CO)[C@@H](O)[C@H](O)[C@H]3O)c(O)c12,-11%,/,-10%,9%,-5%,10%&-10%,2%,1%&-7%,5
COCCn1c(N)c(C(=O)OCc2ccccc2)c2nc3ccccc3nc21,281%[activator],12%,-13%,-8%,-8%,-2%,20µM*,-3%,20
COc1ccc(NC(=O)CC(c2ccc(F)cc2)c2ccc(OC(C)C)cc2)cc1 (configuration not stated),-11%,40%,-5%,-15%,3%,3%,9%,-3%,-9
O=C(CCCOc1ccc(Cl)cc1)Nc1ccc(N2CCOCC2)cc1,-13%,2%,-6%,-2%,-2%,5%,-72%,-4%,0
COc1ccc(C(=O)ON=C2C=C(C)C(=O)C(C)=C2)cc1,-1%,-30%,8%,-3%,7%,13%,12%,-3%,7
CN(CC(=O)O/N=C(\N)c1cccc([N+](=O)[O-])c1)S(=O)(=O)c1ccccc1,28µM*,4%,-14%,-6%,-4%,4%,5%,-6%,-1
O=C(CN1C(=O)c2ccccc2S1(=O)=O)NCCSC1CCCCC1,-3%,-5%,-3%,-9%,-2%,-2%,-9%,7%,-2
CCCCOCP(=O)(CCCC)COCCCC,-3%,-17%,-7%,-17%,-1%,1%,2%,-3%,-3
CCc1cc(OCCCSc2nc(C)cc(=O)[nH]2)ccc1Cl,?,?,-2%,-20%,-6%,0%,3%,-1%,-10
CCOC(=O)c1c(C)[nH]c(C)c1S(=O)(=O)N1CCCC(C(=O)N2CCN(c3ccccc3F)CC2)C1 (configuration not stated),1%,-21%,-12%[60.1 µM],-11%,1%,/,21%,1%,-5
CCCc1cc(=O)c2c(O)ccc(OC)c2o1,-9%,-2%,-7%,-17%,-5%,1%,56%[activator],-4%,1
COc1ccc(-c2noc(CN(C)C(=O)c3ccc4c(c3)OCO4)n2)cc1,8%,28%,0%,-17%,-1%,9%,170%[activator],-1%,-6
O=C(OCc1ccco1)c1cccnc1,-16%,2%,-2%[60.1 µM],?,-1%,?,?,-4%,-4
CCCn1c(N)c(C(=O)CN(C)CC(=O)Nc2ccccc2CC)c(=O)[nH]c1=O,/,/,-10%,-16%,/,30%,45%,-7%,-1
CN(C)/C=C(/C(=O)c1ccc(Cl)c(Cl)c1)c1nnnn1-c1ccccc1,9%,1%,-2%,-18%,-1%,-6%,6%,-5%,-1
N#C/C(=C/c1cccc(C(F)(F)F)c1)c1nc(CCN2C(=O)c3ccccc3C2=O)cs1,-18%,6%,-4%,-22%,1%,-2%,-9%,-3%,5
N=C1C(c2ccccc2)=C(O)CN1c1ccc2c(c1)OCO2,-3%,19%,-9%[60.1 µM],-10%,0%,3%,35%,-1%,-2
CCN(C(=O)CSc1nnc(C)n1-c1ccc(C)cc1)c1c(N)n(Cc2ccccc2)c(=O)[nH]c1=O,/,/,1%,-8%,/,/,12%,-2%,-3
CCOC(=O)C1CCCN(CC(=O)Nc2cc(C)c3c(=O)oc4ccccc4c3n2)C1 (configuration not stated),-12%,-21%,12%,-18%,-5%,/,18%,-1%,2
O=C(NCc1ccco1)c1noc2c1CCCC2,-12%,25%,-12%,-12%,-3%,6%,4%,1%,-5
C[C@@H]1CN([C@H](C)CO)C(=O)Cc2cc(NC(=O)CCC(F)(F)F)ccc2O[C@@H]1CN(C)S(=O)(=O)c1ccccc1,/,/,-16%,-8%,/,/,19%,0%,0
O=Nc1ccc2oc(=O)ccc2c1,/,-3%[57.1 µM],-3%[60.1 µM],?,/,0%,0%[58.9 µM],-12%,/
COc1ccccc1CNC(=O)[C@@H](NC(=O)C1CCN(C(=O)[C@@H]2CCCN2)CC1)C(C)C,-5%,10%,-3%,-17%,-1%,8%,8%,-2%,-9
Cc1cc(Nc2c(C#N)c(N)nn2C)ccc1F,-6%,13%,-3%[60.1 µM],5%,1%,23%,-2%,-4%,-9
Cc1cccc(NC(=O)CCNC(=O)c2ccccc2)c1,-3%,34%,6%,-9%,-1%,-8%,0%,-3%,-3
COc1ccc(C(=O)N(Cc2sccc2C)C2CCS(=O)(=O)C2)cc1 (configuration not stated),-6%&0%,-5%&2%,-1%&-5%,-19%,1%&1%,14%,30%&27%,2%,-7&-11
Cc1ccc(C(=O)Oc2ccc(-c3nccc(-c4ccccn4)n3)cc2)cc1,8%,-3%,-9%,-5%,0%,2%,-8%,-1%,-2
CC(C)(C)NC(=O)c1nn(Cc2ccccc2)c(=O)c2ccccc12,-18%,4%,-10%,-18%,-7%,3%,111%[activator],0%,2
Cc1c(C)c2cc(Cl)c(OC(C)C(=O)NCCN3CCOCC3)cc2oc1=O (configuration not stated),-7%,77%,3%,-9%,2%,33%,0%,-4%,-1&4
COc1ccc(-n2c(=O)cnc3cnc(Oc4ccccc4)nc32)cc1,/,/,0%[60.1 µM],/,-2%,3%,/,-4%,/
CC(=O)N1CCc2cc(S(=O)(=O)CCC(=O)NCc3cccs3)ccc21,-8%,13%,-4%,7%,-5%,0%,6%,-1%,-4
CC(NC(=O)CSc1ccc(S(=O)(=O)N2CCOCC2)cn1)c1ccc(Cl)cc1Cl (configuration not stated),/,/,1%,-2%,/,/,13%,-2%,-5
COc1ccc(-c2nc(C#N)c(N3CCC(C(N)=O)CC3)o2)cc1OC,-2%,-2%,-3%,9%,0%,0%,5%,-4%,4&0
CCn1ncc(N(C)N)c(Cl)c1=O,-11%,6%,-3%,-2%,2%,?,26%,-2%,-3
COc1cc(C(=O)Oc2ccccc2)ccc1OCc1c(C)noc1C,5%,23%,-13%,5%,-1%,2%,13%,-4%,-4
COc1ccc(S(=O)(=O)N2CCC(C(=O)Nc3cccc(C(C)=O)c3)CC2)cc1,-15%,23%,-23%,-13%,1%,-1%,2%,-1%,-4
CSc1ccc(C(=O)C2CCCN(C(=O)c3ccc4c(c3)no[n+]4[O-])C2)cc1 (configuration not stated),-4%,0%,8%,-10%,-3%,-4%,34%[activator],-2%,1
N[C@@H](Cc1ccc(O)c(I)c1)C(=O)O,2%,-19%,1%[60.1 µM],0%[57.1 µM],2%,4%&0%,-2%[58.9 µM],-5%,/
O=C(CC1SC(=NCC2CCCO2)NC1=O)Nc1cc([N+](=O)[O-])ccc1Cl (configuration not stated),-12%,13%,4%,-12%,0%,-4%,158%[activator],-2%,0
Cc1ccccc1C(OCCN(C(C)C)C(C)C)c1ccccc1 (configuration not stated),-8%,?,-15%,-8%,0%,2%,7%,-2%,-18
CC(C)[C@H](NC(=O)C1CCN(S(=O)(=O)c2ccc(F)cc2)CC1)C(=O)N1CCCC1,-1%,1%,-3%,-2%,1%,84%[activator],17%,-2%,-2
Cc1cc(=O)oc2cc(OCC(=O)NCCCN3CCOCC3)ccc12,-6%,-1%,-15%,-2%,6%,1%,7%,-2%,-3

Screening data deposited in PubChem by National Center for Advancing Translational Sciences (NCATS).
